# CCHF vOTU inh: CCHFV vOTU protease inhibition; Pep-AMC fluorescence; inhibition, % at 11.5 µM; 370,000 tested, 0.55% active; AID 651958; in the data active means inhibition above about 30%; further: 0% = vehicle wells with enzyme and 100% = no enzyme wells
# MazF activator: increases E. coli MazEF RNase cleavage of RNA; FAM/BHQ RNA-DNA oligo cleavage fluorescence, 5 h; activation, % at 20 µM; 350,000 tested, 0.32% active; AID 504720; P0AE70; in the data active means activation above about 50%
# Target sequence (P0AE70 whole entry, looked up): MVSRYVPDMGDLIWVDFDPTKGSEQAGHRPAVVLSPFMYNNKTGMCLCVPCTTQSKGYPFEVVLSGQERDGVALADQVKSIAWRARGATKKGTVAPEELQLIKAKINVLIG
# BoNT F protease: BoNT F light chain protease inhibition | AID 588497 | 360,000 tested, 0.22% active | Multiplex microsphere protease cleavage assay, flow cytometry | inhibition, % at 10 µM; in the data active means inhibition above about 35%, passing the limit was not always enough; inconclusive means no clear call, values can overlap the other calls; further: plate controls were buffer without enzyme for full effect and enzyme alone for no effect
# SSB-PriA inh: K. pneumoniae PriA-SSBct interaction inhibition | inhibition, % at 33 µM | AlphaScreen SSBct-PriA binding, biotinylated peptide | 430,000 tested, 0.6% active; in the data active means inhibition mostly above about 37%, no sharp cut-off; inactive means mostly below about 20%;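 further: plate controls were negative control peptide for no effect and reference peptide for full effect; strong numbers were not always called active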
# 3CLpro inhibitor: SARS-CoV 3CLpro protease inhibition. P0C6X7. recombinant SARS-CoV 3CLpro, quenched FRET peptide cleavage. inhibition, % at 6 µM. 290,000 tested, 0.14% active. AID 1706; in the data active means inhibition above about 12%
# VHR inh abs: inhibitors of human VHR1 phosphatase (DUSP3) | recombinant VHR phosphatase, pNPP absorbance | 290,000 tested, 0.52% active | P51452 | inhibition, % at 13.3 µM; in the data active means inhibition above about 50%; further: some compounds called inactive have numbers as strong as hits
# Target sequence (P51452 whole entry, looked up): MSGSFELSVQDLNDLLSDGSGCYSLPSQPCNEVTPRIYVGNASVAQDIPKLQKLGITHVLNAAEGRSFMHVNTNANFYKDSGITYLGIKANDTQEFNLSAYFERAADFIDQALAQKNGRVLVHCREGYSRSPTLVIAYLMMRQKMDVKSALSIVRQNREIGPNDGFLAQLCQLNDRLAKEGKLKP
# PrPC TRFRET: inhibitors of human cell surface prion protein PrPC. 370,000 tested, 0.43% active. TR-FRET read-out. P04156. inhibition, % at 13.8 µM. AID 720596; in the data active means inhibition above about 24%; further: 0% = median of the test wells and 100% = reference compound wells
# Anthrax LF inh2: inhibitors of Bacillus anthracis lethal factor protease | inhibition, % at 10 µM | 360,000 tested, 0.12% active | multiplex microsphere protease cleavage assay, LF | P15917; further: plate controls were buffer without enzyme for full effect and enzyme alone for no effect
# BoNT A protease: inhibitors of Botulinum neurotoxin A light chain protease | multiplex microsphere protease substrate cleavage, flow cytometry | inhibition, % at 10 µM | 360,000 tested, 0.17% active | AID 588499; further: plate controls were buffer without enzyme for full effect and enzyme alone for no effect
# Rv3671c protease: inhibits the M. tuberculosis serine protease Rv3671c | P9WHR9 | inhibition, % at 5.96 µM | 320,000 tested, 0.048% active | AID 2606; in the data active means inhibition above about 38%;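 further: extracellular domain of Rv3671c used as enzyme; 0% = enzyme with DMSO and 100% = no enzyme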
# Target sequence (P9WHR9 whole entry, looked up, the tested form may be a part): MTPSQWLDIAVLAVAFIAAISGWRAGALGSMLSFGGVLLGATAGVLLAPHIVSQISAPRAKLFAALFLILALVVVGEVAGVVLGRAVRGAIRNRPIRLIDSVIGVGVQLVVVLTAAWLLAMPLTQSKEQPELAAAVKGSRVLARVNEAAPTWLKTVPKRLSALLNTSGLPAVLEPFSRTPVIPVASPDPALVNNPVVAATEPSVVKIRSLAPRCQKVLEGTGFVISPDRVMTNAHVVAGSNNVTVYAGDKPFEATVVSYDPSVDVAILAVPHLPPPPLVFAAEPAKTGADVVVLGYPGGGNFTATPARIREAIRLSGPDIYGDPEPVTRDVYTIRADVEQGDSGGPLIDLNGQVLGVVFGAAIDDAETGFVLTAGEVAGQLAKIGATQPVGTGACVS
# * marks the source's active call; other numbers are inactive results; ? = inconclusive; · = not tested or not shown; & = joins results of further samples. Unless noted, no stated cut-off is given here; in the data, active means inhibition above about 30%; inconclusive means no clear call, values can overlap the other calls; inactive means below that. A portion of the library (hit frequency here may not be typical).
no.	smiles	CCHF vOTU inh	MazF activator	BoNT F protease	SSB-PriA inh	3CLpro inhibitor	VHR inh abs	PrPC TRFRET	Anthrax LF inh2	BoNT A protease	Rv3671c protease
1	Cc1cc(NC(=O)Nc2ccccc2[N+](=O)[O-])n(C)n1	10	-16	4	-19	1	16	-1	6	1.3	4
2	Cc1cc(S(=O)(=O)NCCCN2CCOCC2)c(Cl)cc1Cl	2	4	16	-13	-2	31	-6	9	3.4	2
3	C[C@@H]1CN([C@@H](C)CO)C(=O)c2cc(C#CCN(C)C)cnc2O[C@H]1CN(C)Cc1ccc2c(c1)OCO2	-11	5	-11	·	·	·	-11	-2	0.2	·
4	CCCC1C(C#N)=C(N)Oc2n[nH]c(C(C)(C)C)c21 (centres undefined)	6	-17	0	-2	6	-6	-4	0	0.6	-4
5	CC(C)C(=O)Nc1ccc2c(c1)Cc1cc(NC(=O)C(C)C)ccc1-2	-7	2	28	-4	-3	-2	3	-14	-1.2	4
6	COc1ccc(C2CC(c3ccc(Cl)cc3)=NN2C(=O)c2cccc([N+](=O)[O-])c2)cc1 (centres undefined)	4	4	-4	-2	-2	12	6	1	1.1	-11
7	O=c1nc(-c2ccccc2)c2cc(SC(F)F)ccc2[nH]1	-17	0	?	0	-2	53*	6	-2	-8.8	3
8	CCOC(=O)C1(Cc2ccc(OC)cc2)CCN(C(=O)[C@@H]2CCCN2C(C)=O)CC1	-12	-3	-4	-9	4	-12	-2	-1	-1.5	-1
9	Clc1ccc(CN2CCN(c3ncnc4scc(-c5cccs5)c34)CC2)cc1	0	-10	-10	4	-3	6	-5	15	-2.0	-7
10	COc1ccc(OCc2ccc(C(=O)NN)cc2)cc1	-1	-5	-3	-8	2	-6	0	-1	-0.3	-13
11	COc1ccc(OC)c2[nH]c(=O)c(CCNC(C)=O)cc12	-4	3	-3	-26	-1	2	-4	-2	0.1	-6
12	Cc1ccc(N(CC(=O)NC2CCCC2)C(=O)CCC(=O)Nc2ccccn2)cc1	-3	2	16	-2	-7	-3	2	9	1.2	0
13	O=C1OC[C@H]2CCCN2C(=O)[C@@H](CC(=O)N(CCO)Cc2ccccc2)C/C=C\CC[C@@H]1Cc1ccc(F)cc1	0	14	0	·	·	·	-1	-11	-0.4	2
14	COc1ccc(N(CC(=O)NCCSc2ccccn2)S(=O)(=O)c2ccccc2)cc1OC	-11	3	3	-12	-4	17	-2	0	0.8	-7
15	NC(=O)C1CCCN(C(=O)c2cccc(NC(=O)c3cccs3)c2)C1 (centres undefined)	5	-1	·	-11	·	·	0	·	·	·
16	CC(=O)NCC(=O)N[C@@H](CC(=O)OCc1ccccc1)C(=O)OCc1ccccc1	-12	4	?	-12	0	20	1	-3	0.9	-5
17	CC(c1ccccc1)N1CC(C(=O)O)CC1=O (centres undefined)	-11	1	1	-10	8	12	1	2	-0.6	6
18	Cc1nc(Cl)c(C(=O)NCc2ccccc2)c(C)c1Cl	-6	5	-3	-18	0	5	19	-2	0.8	6
19	Cc1cc(Cl)ccc1NC(=O)CN(C)C1=NS(=O)(=O)c2ccccc21	5	7	-3	-11	·	·	0	0	-0.7	14
20	CC1CCCN(CCS(=O)(=O)c2ccccc2)C1 (centres undefined)	6	1	0	-7	·	·	-9	2	-0.7	4
21	COc1ccc(-c2cc(C(=O)OCC(=O)NC3CC3)c3ccccc3n2)cc1	-5	7	-4	-80	·	·	-2	-5	-1.1	-13
22	COC(=O)C1=C(C)N(Cc2ccccc2)C(=S)N[C@H]1c1ccccc1	12	2	0	4	1	1	10	3	-0.1	-8
23	O=C(Nc1ccc(Cl)cc1C(=O)N1CCOCC1)c1ccco1	14	-6	-9	-10	0	-5	-9	-3	0.2	-8
24	O=[N+]([O-])c1ccccc1S(=O)(=O)N/C(=N/S(=O)(=O)c1ccccc1)c1ccccc1	1	6	0	·	·	·	-15	-6	-0.1	6
25	COc1cccc(OCCNC(=O)c2cc(OC)c(OC)c(OC)c2)c1	-3	-6	40*	-2	2	-2	0	-14	-0.3	9
26	Cc1ccc2c(c1)N(C(=O)CCC(=O)NCc1cccc(F)c1)CCO2	-2	0	4	-9	-4	21	5	-15	-0.5	7
27	COc1ccccc1N1CCN(C(=O)CSc2nc3ncnc(N)c3[nH]2)CC1	15	1	0	8	-2	4	-8	4	0.4	0
28	Cc1ccc(S(=O)(=O)N2CCCC(C(=O)NCCc3ccccc3)C2)cc1 (centres undefined)	13	7	-5	-4	-3	41	-5	-7	0.1	-10
29	CN(c1cccc(NC(=O)CN(c2cccc(F)c2)S(C)(=O)=O)c1)S(C)(=O)=O	-2	10	-3	-6	2	16	6	-2	0.0	3
30	S=C(NCCc1ccccc1)Nc1ccccn1	4	9	-3	-13	3	7	10	-2	-0.5	-14
31	CCCOP(=O)(c1ccc(N(C)C)cc1)C(O)c1ccc(Cl)cc1 (centres undefined)	-7	0	-15	-7	1	2	-3	0	0.1	4
32	COc1cccc(C(=O)N2CCC[C@H]2C(=O)N2CCC[C@H]2C(=O)N(C)Cc2ccccc2)c1	-3	·	4	·	·	·	-5	10	1.0	·
33	CCCCN1C(=O)CC(C(=O)OCC)=C1C	-7	5	0	-1	4	9	7	21	0.0	·
34	Cc1nc2sccn2c(=O)c1S(=O)(=O)Nc1cccc(Cl)c1C	0	2	-8	-2	-6	21	-3	-9	-0.4	2
35	CCS(=O)(=O)N1Cc2cc(C(=O)N(C)C)nc(-c3cccc(-c4ccc(F)cc4)c3)c2[C@@H]1CCO	7	·	4	·	·	·	-5	-6	0.1	·
36	COC(=O)c1ccc(C23CC4(C2)[C@H](CN(Cc2cccnc2)[C@@H]4c2ccccc2)C3c2ccc(C(F)(F)F)cc2)cc1 (some centres undefined)	12	-14	·	4	·	19	1	·	·	-6
37	COc1ccc(OCc2cc(C(=O)N3C[C@@H](C)O[C@@H](C)C3)no2)c(Cl)c1	2	-5	0	-14	1	18	5	-1	1.7	1
38	CC1C(=O)C(C)(C)C(=O)OC1c1ccccc1 (centres undefined)	-5	1	?	-1	-3	1	8	10	?	5
39	COC(=O)Nc1ccc(Cn2cc(C(F)(F)F)ccc2=O)cc1	0	5	3	-9	1	18	-2	-10	0.6	-18
40	COc1ccc(C(=O)OCC(=O)c2c[nH]c3ccccc23)cc1OC	-5	4	-11	-9	·	·	8	39*	37*	-16
41	Cc1cc(C(=O)O)ccc1-n1c(C)cc(/C=C(/C#N)C(=O)Nc2ccccc2)c1C	33*	1	-3	-12	1	-10	4	-6	0.0	0
42	CCOC(=O)c1sc2nc3n(c(=O)c2c1C)CCC3	3	9	-1	6	-7	4	0	-2	0.0	1
43	CCOc1ccc(CCNC(=O)COC(=O)/C=C/c2ccc(C)o2)cc1OCC	11	-2	0	-9	2	-19	3	-2	-1.6	0
44	O=C(O)c1cccc2c1C(=O)N(Cc1ccncc1)C2	-3	-5	9	-22	3	-18	-1	-5	1.7	1
45	COc1ccccc1C(=O)NCc1n[nH]c(=S)n1Cc1ccccc1	-3	-4	4	-2	3	8	-5	10	0.4	1
46	COC(=O)COc1cc(Br)c(/C=C2/SC(=O)N(CC(=O)N3CCCC3)C2=O)cc1OC	-5	-2	-22	-12	1	13	-9	1	0.1	1
47	CCOCCCNC(=O)c1ccc(CS(=O)(=O)c2cccc(C(F)(F)F)c2)o1	-6	-4	6	-12	4	13	-3	25	0.1	8
48	O=C1NCN(c2ccccc2)C12CCN(C(c1ccnc3ccccc13)c1nnnn1C1CCCC1)CC2 (centres undefined)	13	·	-6	·	·	·	-6	-10	-0.3	·
49	COc1ccccc1OCC(=O)Nc1nc(-c2ccc(S(=O)(=O)N3CCOCC3)cc2)cs1	6	5	-14	2	7	·	9	-2	-0.6	-42
50	COc1ccc(-c2nn(CCC#N)cc2C(=O)NCc2ccccc2)cc1	2	3	9	-13	0	24	-10	-2	-0.9	-7
51	Nn1c(SCC(=O)N2CCOCC2)nnc1C1CC1	-10	2	0	-3	3	17	1	2	0.1	0
52	CC(=O)c1ccccc1OC(=O)COc1ccc(Cl)cc1C	4	8	·	-23	4	11	5	·	·	16
53	CC1CN(S(=O)(=O)c2ccc(C(=O)O)cc2)CC(C)O1 (centres undefined)	3	0	0	-2	0	1	-5	-1	-0.6	-2
54	C=CCOc1ccccc1/C=N/O	-8	-2	-5	·	-1	36	-7	-2	?	1
55	CN(C)/C=C/C(=O)c1cnc(-c2ccccc2Cl)s1	-6	8	7	-11	1	22	-1	1	0.0	-15
56	Cc1ccc(S(=O)(=O)N2CCC(C)CC2)cc1C(=O)NCc1ccccn1	13	-8	-4	0	-4	26	3	0	1.1	-3

# Records 49 to 51, quoted:
no.	smiles	CCHF vOTU inh	MazF activator	BoNT F protease	SSB-PriA inh	3CLpro inhibitor	VHR inh abs	PrPC TRFRET	Anthrax LF inh2	BoNT A protease	Rv3671c protease
49	COc1ccccc1OCC(=O)Nc1nc(-c2ccc(S(=O)(=O)N3CCOCC3)cc2)cs1	6	5	-14	2	7	·	9	-2	-0.6	-42
50	COc1ccc(-c2nn(CCC#N)cc2C(=O)NCc2ccccc2)cc1	2	3	9	-13	0	24	-10	-2	-0.9	-7
51	Nn1c(SCC(=O)N2CCOCC2)nnc1C1CC1	-10	2	0	-3	3	17	1	2	0.1	0

# Continuation:
no.	smiles	CCHF vOTU inh	MazF activator	BoNT F protease	SSB-PriA inh	3CLpro inhibitor	VHR inh abs	PrPC TRFRET	Anthrax LF inh2	BoNT A protease	Rv3671c protease
57	CC(Oc1cccc(Cl)c1)C(=O)Nc1nc(-c2ccccn2)cs1 (centres undefined)	1	3	?	5	·	·	9	?	?	2
58	COc1ccc(CC(=O)Nc2ccc(S(=O)(=O)Nc3cc(C)nc(C)n3)cc2)cc1OC	1	-7	1	·	·	·	-3	-2	0.0	·
59	O=C(O)COc1ccccc1/C=C1\C(=O)NC(=O)N(CCC2=CCCCC2)C1=O	0	-14	-1	-6	0	24	6	-6	-1.8	-22
60	Cc1nccn1-c1cc(C(C)(C)C)nc2c(-c3ccccc3)cnn12	-4	3	-2	-15	0	5	-2	-1	-0.4	2
61	Cc1ccc(C(=O)N(CN2CCCC2=O)c2ccc(F)cc2)cc1	-5	12	-5	-13&-10&-17	3	21	-3	0	-1.4	-3
62	COc1ccc(OC)c(NC(=O)C2CCN(c3cc(-c4ccccc4)nc4ncnn34)CC2)c1	2	3	1	0	-2	36	8	3	3.1	7
63	CCOC(=O)c1nc2sc3c(c2c(=O)[nH]1)CCCC3	-110	8	0	-2	6&-1	-1&27	-1	1	0.1	-4
64	Cc1ccc(-n2ncc3c(NNC(=O)c4ccco4)ncnc32)cc1C	-4	-2	8	6&-9	1	0	9	-2	-0.5	1
65	CSc1nnc(CNC(=O)c2ccccc2)n1-c1cccc(C)c1	2	-8	8	-9	0	5	6	-8	-0.9	4
66	CCC(=O)Oc1ccc2c(C)cc(=O)oc2c1C(=O)c1ccccc1	-5	3	-13	2	4	-6	-5	-10	-3.2	-5
67	Cc1cc(C)c(S(=O)(=O)N2CCN(C(=O)c3cccs3)CC2)c(C)c1	15	1	4	4	0	2	4	1	0.0	10
68	COc1ccccc1/C=C/C=N/NC(=O)CCn1nnc2ccccc21	-2	0	-1	·	0	16	-8	-3	-1.1	0
69	COCCN1CN(S(=O)(=O)c2ccc(Cl)cc2)c2nc3ccccc3nc21	-5	1	1	-7	2	-5	-1	-3	-0.1	-5
70	CCOC(=O)N1CCN(C(=O)Cn2nc(C)n3nc(-c4ccccc4)cc3c2=O)CC1	3	-2	2	-8	6	13	-8	-1	1.0	-1
71	COc1cccc(CN2CCNC(=O)C2CC(=O)N(C)CC2CCOCC2)c1OC (centres undefined)	-6	2	27	0	-2	4	6	9	4.5	-3
72	CCN(CC)C(=O)C1=C(C)N(Cc2ccc(C(C)(C)C)cc2)C(=O)C(CC(=O)NC2CC2)C1 (centres undefined)	-3	7	6	·	·	·	-1	-2	-0.3	·
73	COc1ccc(C)cc1S(=O)(=O)N(CC(N)=O)Cc1ccccc1	-3	7	-2	-12	-3	-1	9	-7	-0.1	7
